Assay outcomes deposited in PubChem BioAssay by several laboratories.
RTF Ca sens act = cardiac RTF calcium sensitivity activators, primary screen, biochemical, IANBD-TnC fluorescence, EC20 calcium; AID 493008, 2010; activation, % at 7.2 µM; hit rate 0.24% among 340,000; IANBD-labeled TnC RTF fluorescence at EC20 calcium; 0% EC20 calcium, 100% full calcium; Troponin I, cardiac muscle (Homo sapiens) + Troponin T, cardiac muscle (Homo sapiens) + …;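 active = activation above the mean over all tested compounds plus 3 SD, cut at about 30% in these data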;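 note: rise in fluorescence read as greater calcium sensitivity of cardiac thin filaments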
Keap1 Nrf2 FP = Keap1-Nrf2 protein-protein interaction inhibitors, primary screen, biochemical, fluorescence polarization, single point; Kelch-like ECH-associated protein 1 (Homo sapiens), Q14145; inhibition, % at 9.4 µM; AID 504523, 2011; Keap1 Kelch-Nrf2 peptide fluorescence polarization, 1536-well; hit rate 0.15% among 340,000; in the data active = inhibition above about 12%; inconclusive = no clear call, values can overlap the other calls; inactive = below about 7.3%;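 note: human Keap1 Kelch domain with fluorescein labeled Nrf2 9mer peptide probe; 0% = neutral control wells and 100% = peptide positive control; higher means more block of Keap1 binding to Nrf2 peptide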
dFosB activator = activators of delta FosB homodimer, primary screen, biochemical, fluorescence polarization, TAMRA-CDK5 oligo, single point; hit rate 0.99% among 340,000; activation, % at 25 µM; purified delta FosB; percent of positive-control signal above neutral wells; Protein FosB (Mus musculus), P13346;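 active = mean activation above about 17%, with every replicate also reaching it, limit read from the data, passing the limit was not always enough; inconclusive = only one of the two conditions met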;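 note: fluorescence polarization rise as delta FosB binds a TAMRA Cdk5 AP-1 oligo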
Target sequence (P13346 whole entry, looked up): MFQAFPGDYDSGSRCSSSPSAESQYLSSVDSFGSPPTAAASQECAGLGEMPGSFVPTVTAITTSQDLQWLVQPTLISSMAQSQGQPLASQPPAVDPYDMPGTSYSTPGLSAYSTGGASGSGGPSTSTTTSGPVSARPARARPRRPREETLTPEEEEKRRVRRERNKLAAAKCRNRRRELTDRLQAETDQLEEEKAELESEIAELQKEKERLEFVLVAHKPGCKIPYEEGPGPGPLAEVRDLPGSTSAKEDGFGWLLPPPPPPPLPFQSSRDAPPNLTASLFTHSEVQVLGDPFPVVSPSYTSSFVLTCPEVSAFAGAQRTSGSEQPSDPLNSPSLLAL
Cardiac RTF inh = cardiac RTF calcium sensitivity inhibitors, primary screen, biochemical, IANBD-TnC fluorescence, EC70 calcium; IANBD-labeled cardiac RTF, Ca2+ fluorescence; inhibition, % at 7.15 µM; hit rate 0.12% among 340,000;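 active = inhibition above the mean inhibition of all tested compounds plus 3 SD, cut at about 17% in these data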;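 note: assay run at fixed EC70 calcium of 1.6 mM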
NSD2 inh = NSD2 histone methyltransferase inhibitors, primary screen, biochemical, AlphaScreen, single concentration, set 2 | Histone-lysine N-methyltransferase NSD2 (Homo sapiens), O96028 | NSD2 peptide methylation, 120 min | inhibition, % at 12.5 µM | hit rate 0.54% among 310,000; in the data active = inhibition above about 50%
CDK5 p35 inh = inhibitors of human CDK5/p35 kinase, primary screen, biochemical, single concentration; Recombinant CDK5/p35, ADP-Glo luminescence, 60 min; inhibition, % at 10 µM; hit rate 0.01% among 330,000; AID 488839, 2010;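 active = highest replicate inhibition of at least 50% and at least 75% of replicates reaching 50%; inconclusive = only one of the two criteria met; inactive = both criteria failed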;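 note: plate controls were DMSO neutral control for no effect and GW8510 at 10 µM for full effect; many of its hits are not listed in these tables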
Mot1-301 SUMO = yeast Mot1-301 growth rescue at high temperature, primary screen, SUMOylation pathway inhibitor project, S. cerevisiae, ATP luminescence, 38.5C. hit rate 1% among 320,000. AID 2716, 2010. growth rescue, % at 18.8 µM. S. cerevisiae Mot1-301 growth rescue; percent above DMSO median, 100 means doubled;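 active = every valid replicate shows activation above 250% relative to neutral control wells; inactive = the rest, any valid replicate at or below 250%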;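 note: OY570 slx delta 5 strain wells were the positive control but not used for scaling; some compounds called inactive have numbers as strong as hits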
PvdQ acylase = P. aeruginosa PvdQ acylase inhibitors, primary screen, biochemical, fluorescence, plate reader and imaging, single point. purified PvdQ acylase. PvdQ acylase [Pseudomonas aeruginosa LESB58]. hit rate 0.063% among 340,000. inhibition, % at 10 µM; in the data active = inhibition above about 30%, passing the limit was not always enough; inconclusive = no clear call, values can overlap the other calls;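 note: 0% = vehicle neutral wells and 100% = reference inhibitor wells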
Rtt109 HAT inh = inhibitors of C. albicans Rtt109/Vps75 HAT, primary screen, biochemical, ThioGlo CoA-SH fluorescence, plate reader; AID 540336, 2011; hit rate 0.16% among 330,000; purified Rtt109/Vps75, 4 h; inhibition, % at 34.9 µM;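 active = inhibition of at least 50% in every replicate; inconclusive = best replicate reaches 50% inhibition but some replicates fall short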
Target sequence (Q5AAJ8 whole entry, looked up): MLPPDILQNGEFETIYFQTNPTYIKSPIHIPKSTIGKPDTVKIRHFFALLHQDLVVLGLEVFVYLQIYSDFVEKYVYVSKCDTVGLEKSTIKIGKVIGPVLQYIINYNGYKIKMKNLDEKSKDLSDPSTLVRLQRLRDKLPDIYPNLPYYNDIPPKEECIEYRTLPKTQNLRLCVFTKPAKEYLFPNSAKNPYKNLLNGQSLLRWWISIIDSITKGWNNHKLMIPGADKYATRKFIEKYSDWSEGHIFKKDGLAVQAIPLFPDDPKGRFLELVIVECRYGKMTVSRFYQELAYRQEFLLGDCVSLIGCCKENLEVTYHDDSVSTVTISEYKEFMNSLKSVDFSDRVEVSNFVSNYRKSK
C-LANA FP = inhibitors of KSHV C-LANA binding to DNA, primary screen, biochemical, fluorescence polarization, FAM-LBS DNA, MBP-C-LANA, single point; Kaposi's sarcoma herpesvirus LANA C-terminal domain (residues 932-1162) DNA binding; inhibition, % at 9 µM; hit rate 0.078% among 340,000; AID 504423, 2011;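 active = highest replicate inhibition at or above 60% at 9 µM, even if other replicates fall short; inactive = all replicates below 60% inhibition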;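 note: 0% = neutral control wells and 100% = 4 µM acridine orange control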
PfHsp90 yeast 2 = growth inhibition of PfHsp90-expressing yeast, primary screen, antimalarial PfHsp90 inhibitor project, S. cerevisiae, BacTiter-Glo luminescence, single point, set 2; AID 504621, 2011; BacTiter-Glo ATP, 48 h; yeast lacking PDR1 and PDR3 efflux regulators; inhibition, % at 9.4 µM; hit rate 0.32% among 310,000;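 active = every replicate shows inhibition above about 80%, whatever the replicate mean, limit read from the data; inconclusive = mean inhibition reaches the set limit but some replicate falls short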;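 note: 0% = DMSO neutral controls and 100% = 20 µM radicicol positive controls; yeast relying on Plasmodium falciparum Hsp90 in place of its own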
An asterisk follows results filed as active; ? = inconclusive; . = not tested or not shown.

SMILES | RTF Ca sens act | Keap1 Nrf2 FP | dFosB activator | Cardiac RTF inh | NSD2 inh | CDK5 p35 inh | Mot1-301 SUMO | PvdQ acylase | Rtt109 HAT inh | C-LANA FP | PfHsp90 yeast 2
Cc1noc(C)c1C(=O)N1CCCC1 | 0 | -4 | 1 | -3 | -1 | -1.3 | -11 | 6 | -5 | -5.9 | 10
CCOC(=O)CNC(=O)C(=O)c1c(O)[nH]c2ccccc12 | -8 | -3 | -5 | 2 | -2 | -1.9 | 12 | -8 | 8 | -1.5 | .
CCOC(=O)C1CCN(C(=O)C2CCN(c3nc4ccc(OC)cc4s3)CC2)CC1 | -3 | -3 | -4 | 5 | 0 | 0.9 | . | -12 | 2 | -1.5 | 13
COc1cc(OC)cc(C(=O)Nc2ccc(C(=O)c3ccncc3)cc2)c1 | 1 | -2 | -2 | -10 | 4 | -3.3 | -12 | -15 | -3 | 0.5 | 17
CC(=O)NC1CC2CCCC(C1)N2C(=O)Nc1ccccc1 (configuration not stated) | 3 | 0 | 4 | 3 | . | 1.1 | -1 | -8 | 6 | 0.5 | -3
CC(=O)Nc1nonc1-c1nc2ccccc2n1CCC#N | 3 | 0 | -10 | 7 | . | 1.6 | 1 | -8 | -7 | 0.7 | -29
Cc1cc(C)cc(N(CC(=O)NCc2cccnc2)S(C)(=O)=O)c1 | 3 | -6 | 3 | -5 | -2 | -0.5 | 1 | -16 | . | 1.2 | 23
CCC(COC(=O)c1ccccc1)Oc1cc(NCc2ccccc2)c2ncn(C(C)C)c2c1 (configuration not stated) | 6 | 2 | 2 | 0 | . | 0.1 | 0 | 14 | 10 | 0.2 | 2
CC(=O)C[C@@H](O)CC(=O)[C@@H]1OC(=O)[C@H](C)C/C=C\Cc2ccccc21 | 3 | -3 | 0 | -7 | . | -1.1 | -6 | -13 | -5 | 0.8 | 11
COc1ncnc2c1ncn2CC1COC(C)(C)O1 (configuration not stated) | -1 | 0 | 2 | -2 | 0 | -2.5 | 673 | -11 | -5 | -1.2 | -11
CC(C)(C)OC(=O)Nc1ncnc2c1ncn2C1OC(CO)C2OC(C)(C)OC21 (configuration not stated) | 12 | 1 | -7 | -2 | -5 | 0.0 | 300 | -16 | 7 | -0.4 | -2
NS(=O)(=O)c1ccc(Oc2ccc(S(N)(=O)=O)cc2)cc1 | -1 | -9 | 3 | -7 | -1 | -0.3 | -8 | -11 | 4 | -1.5 | -10
O=S(=O)(c1ccc2ccccc2c1)N1CCC(c2nc(-c3ccncc3)no2)CC1 | -4 | 2 | -3 | 6 | . | -0.2 | -24 | -4 | -6 | 0.8 | -2
O=C(N/N=C/c1coc2ccccc2c1=O)c1cc2ccccc2o1 | 5 | -5 | 0 | -1 | 0 | 1.7 | . | -9 | -4 | -2.7 | 15
CC(C)CNC(=S)N1CCC(NC(=O)C23CC4CC(CC(C4)C2)C3)CC1 | 0 | 0 | 0 | 0 | -2 | 0.7 | 0 | -4 | 3 | -2.1 | 0
COc1ccc(/C=C(\NC(=O)c2ccc(OC)cc2)C(=O)NC(CCSC)C(=O)O)cc1 (configuration not stated) | 0 | 1 | -4 | -8 | -1 | -1.2 | -10 | -5 | -1 | -0.7 | 7
O=c1c2cccc3c2c(nn1-c1ccccc1)-c1ccccc1-3 | 6 | -1 | -8 | -6 | 11 | -1.0 | -23 | -11 | -1 | -0.9 | -17
CN1CCN(Cc2ccc(-c3ccc(Cl)cc3)o2)CC1 | 1 | -4 | 0 | -1 | 4 | 0.5 | -1 | -17 | 6 | 0.5 | -7
CN1OC(Cn2cc(C#N)c(=O)n(C)c2=O)CC1c1ccccc1 (configuration not stated) | -2 | -1 | -4 | 7 | -4 | -0.5 | -2 | 12 | 2 | -1.5 | 6
N#CCCNc1c(Cl)cc(Cl)cc1C(=O)O | -1 | -3 | 2 | 14 | 0 | -0.7 | 4 | 2 | 4 | 0.4 | -3
CC(=O)N1c2ccc(S(=O)(=O)N3c4ccccc4CC3C)cc2CC1C (configuration not stated) | -5 | -2 | -6 | -3 | -1 | 0.0 | 12 | -9 | -5 | -0.6 | -9
COc1cccc(CN2CCCC(C(=O)N3CCCCC3)C2)c1 (configuration not stated) | -4 | 3 | 0 | -2 | 9 | 1.5 | -3 | 4 | -2 | -1.2 | 0
Cc1ccc(C(=O)Nc2ccccc2C(=O)O)cc1S(=O)(=O)Nc1ccc(Br)cc1 | -4 | 1 | -15 | 3 | 5 | -1.3 | -22 | 3 | 48 | 1.6 | -31
O=[N+]([O-])c1cccc(/C=N/n2c(C3CCCCC3)n[nH]c2=S)c1 | 5 | -2 | 1 | 2 | 1 | 0.9 | 4 | -8 | -5 | 1.1 | -1
O=C(O)[C@H]1CCCN1S(=O)(=O)c1cccc2cccnc12 | 3 | -3 | -1 | 0 | . | -0.9 | 8 | -13 | 5 | 0.4 | 2
SMILES | RTF Ca sens act | Keap1 Nrf2 FP | dFosB activator | Cardiac RTF inh | NSD2 inh | CDK5 p35 inh | Mot1-301 SUMO | PvdQ acylase | Rtt109 HAT inh | C-LANA FP | PfHsp90 yeast 2
Cc1c(C(=O)NN)sc(=S)n1C | 0 | 0 | -3 | 4 | -9 | 1.5 | 243 | -8 | -6 | 1.6 | 2
CCc1nnc(NC(=O)C(NC(=O)c2ccccc2Cl)C(C)C)s1 (configuration not stated) | -2 | 2 | -7 | -3 | 0 | -0.4 | 30 | -3 | -5 | 0.4 | 10
Cc1cc(C(=O)NCc2cccc(Cl)c2)c2ccccc2n1 | 4 | -3 | -9 | -14 | . | 1.1 | 13 | -1 | 1 | -1.1 | 21
COc1ccc(CCN(C)C(=O)c2cc(-c3ccccc3)nc3ccccc23)cc1OC | -4 | 1 | -8 | 2 | -1 | -1.8 | 25 | -6 | 1 | -0.7 | 9
O=C(CC12CC3CC(CC(C3)C1)C2)Nc1ccc(C(=O)O)cc1 | 2 | -7 | 2 | -23 | -5 | 0.8 | 1 | -14 | 7 | -0.4 | 36
O=c1n(-c2ccccc2)c(=O)n(Cc2ccccn2)n1Cc1ccccn1 | -2 | 5 | -2 | -9 | -7 | 0.6 | -13 | -6 | 7 | 0.8 | 5
Cc1ccc(C)c(OCCNc2ncccc2[N+](=O)[O-])c1 | 0 | 5 | -2 | -3 | 6 | 1.3 | 4 | 2 | 6 | 3.1 | 6
O=S(=O)([O-])C(c1ccccc1)[n+]1ccccc1 (configuration not stated) | -5 | -2 | 2 | -1 | . | 0.7 | 13 | 0 | 0 | 0.1 | -9
c1ccc2c(c1)ncn2CCn1cnc2ccccc21 | -4 | 1 | 2 | 4 | -4 | -0.3 | -10 | -7 | -17 | 0.0 | .
C/C(=N/NC(=O)c1nnn(-c2nonc2N)c1-c1ccccc1)c1ccc2c(c1)OCO2 | -8 | -3 | ? | -4 | -1 | -1.3 | 3 | 7 | -14 | 0.8 | 14
COc1cccc(NC(=O)c2cc(=O)c3ccccc3o2)c1 | 2 | 3 | 6 | -4 | -7 | 2.3 | -16 | 14 | 23 | -0.9 | 20
c1ccc(-c2cn(-c3ccccc3)c3ncnc(NCCCN4CCOCC4)c23)cc1 | 7 | 0 | -1 | -2 | 19 | -0.6 | 84 | -4 | 13 | 0.7 | .
O=[N+]([O-])c1cc2c(c(CSc3ncccn3)c1)OCOC2 | 5 | 4 | 0 | -8 | -2 | 2.9 | -1 | 1 | 9 | -1.4 | -3
N#CC1=C(N)Oc2cc(N)ccc2C1c1ccsc1 (configuration not stated) | 4 | -3 | 2 | 1 | -1 | -0.8 | -4 | -1 | -7 | -1.5 | -19
O=C(COC(=O)C12CC3CC(CC(O)(C3)C1)C2)Nc1cccc(Br)c1 | 14 | -3 | -10 | -19 | -11 | -0.5 | . | -10 | -7 | -2.1 | -98
CC(C)OC(=O)c1nnc(Cc2ccc(F)cc2)o1 | -3 | 2 | 6 | 5 | . | 0.0 | 8 | 0 | -6 | -3.1 | -12
Cc1ccc(S(=O)(=O)NC2(C(F)(F)F)NC(=O)N(c3ccc(F)cc3)C2=O)cc1 (configuration not stated) | 6 | -7 | 0 | -17 | -2 | -7.8 | 303 | -7 | 4 | -3.3 | -33

Looked up one by one from the list above:
SMILES | RTF Ca sens act | Keap1 Nrf2 FP | dFosB activator | Cardiac RTF inh | NSD2 inh | CDK5 p35 inh | Mot1-301 SUMO | PvdQ acylase | Rtt109 HAT inh | C-LANA FP | PfHsp90 yeast 2
O=[N+]([O-])c1cc2c(c(CSc3ncccn3)c1)OCOC2 | 5 | 4 | 0 | -8 | -2 | 2.9 | -1 | 1 | 9 | -1.4 | -3
N#CC1=C(N)Oc2cc(N)ccc2C1c1ccsc1 (configuration not stated) | 4 | -3 | 2 | 1 | -1 | -0.8 | -4 | -1 | -7 | -1.5 | -19
CC(C)OC(=O)c1nnc(Cc2ccc(F)cc2)o1 | -3 | 2 | 6 | 5 | . | 0.0 | 8 | 0 | -6 | -3.1 | -12
Cc1cc(C(=O)NCc2cccc(Cl)c2)c2ccccc2n1 | 4 | -3 | -9 | -14 | . | 1.1 | 13 | -1 | 1 | -1.1 | 21
C/C(=N/NC(=O)c1nnn(-c2nonc2N)c1-c1ccccc1)c1ccc2c(c1)OCO2 | -8 | -3 | ? | -4 | -1 | -1.3 | 3 | 7 | -14 | 0.8 | 14
c1ccc(-c2cn(-c3ccccc3)c3ncnc(NCCCN4CCOCC4)c23)cc1 | 7 | 0 | -1 | -2 | 19 | -0.6 | 84 | -4 | 13 | 0.7 | .
Cc1ccc(C)c(OCCNc2ncccc2[N+](=O)[O-])c1 | 0 | 5 | -2 | -3 | 6 | 1.3 | 4 | 2 | 6 | 3.1 | 6
